From PubChem
HKDC1 inh – HKDC1 (human) hexokinase inhibition. Q2TB90. inhibition, % at 20 µM. recombinant HKDC1, G6PDH/diaphorase resazurin coupled fluorescence. 340,000 tested, 0.16% active. AID 493160;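 active means inhibition above about 35% when tested at 20 µM, limit read from the data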;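 further: plate controls were DMSO wells with enzyme for no effect and DMSO wells lacking enzyme for full effect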
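System: Recombinant HKDC1 hexokinase | Amount: HKDC1 at 5 µg/mL | Reagent: Glucose with 1 mM ATP | Doses: Single 20 µM dose | Incubation: Reaction time 90 min, room temperature, protected from light | Signal: Coupled resazurin fluorescence, excitation 525 nm, emission 613 nm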
SENP8 block – inhibitors of human SENP8 protease; Q96LD8; purified SENP8, Z-RLRGG-aminoluciferin cleavage, luminescence; inhibition, % at 10 µM; 330,000 tested, 1.2% active; AID 2540
Target sequence (Q96LD8 whole entry, looked up): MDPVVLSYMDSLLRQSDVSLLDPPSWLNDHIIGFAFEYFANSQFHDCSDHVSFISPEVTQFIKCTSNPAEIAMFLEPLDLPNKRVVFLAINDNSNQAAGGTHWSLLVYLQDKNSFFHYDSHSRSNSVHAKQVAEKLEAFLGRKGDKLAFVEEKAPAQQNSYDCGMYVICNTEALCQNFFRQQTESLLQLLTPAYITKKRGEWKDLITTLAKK
Apaf-1 inh – human Apaf-1 inhibition; O14727; reconstituted apoptosome caspase-3 activity, DEVD-Rh110 fluorescence; inhibition, % at 20 µM; 330,000 tested, 0.71% active; AID 489030; active means inhibition of at least 40% at 20 µM;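 further: plate controls were DMSO wells for no effect and DEVD-CHO caspase inhibitor wells for full effect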
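Assay system: Apoptosome proteins | Medium: pH 7.5 Hepes buffer with CHAPS, BSA, DTT | Also added: Cytochrome c and DEVD-Rh110 substrate | Times: 30 min plus 50 min, RT | Detection: Rhodamine 110 fluorescence at Ex 480/Em 540 nm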
697 NFkB inh – inhibitors of the PMA/ionomycin-induced NF-kB reporter in 697 B cells. 697 B-cell NF-kB luciferase reporter, 16 h. inhibition, % at 4 µM. 330,000 tested, 0.33% active. AID 435022; in the data active means inhibition above about 35%
SENP7 inh – SENP7 protease inhibition; inhibition, % at 5 µM; 330,000 tested, 1.5% active; recombinant SENP7, Z-RLRGG-aminoluciferin luminescence, 40 min; AID 434973;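 active means inhibition above about 50% at the single test dose, limit read from the data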;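 further: plate controls were DMSO with enzyme for no effect and no enzyme buffer wells for full effect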
Target sequence (Q9BQF6 706-1050 limits assumed): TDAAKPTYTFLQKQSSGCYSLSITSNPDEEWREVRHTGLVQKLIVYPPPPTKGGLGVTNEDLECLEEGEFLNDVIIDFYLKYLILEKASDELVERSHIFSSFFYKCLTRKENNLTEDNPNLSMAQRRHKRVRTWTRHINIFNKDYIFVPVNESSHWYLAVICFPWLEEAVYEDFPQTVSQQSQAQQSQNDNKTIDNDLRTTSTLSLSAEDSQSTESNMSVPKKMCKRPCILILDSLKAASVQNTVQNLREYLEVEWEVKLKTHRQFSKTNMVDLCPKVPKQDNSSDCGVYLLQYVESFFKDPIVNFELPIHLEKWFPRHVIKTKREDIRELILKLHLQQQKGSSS
UBC13 polyUb – human UBC13 polyubiquitination inhibition; AID 485273; UBC13 polyubiquitin chain formation, TR-FRET; inhibition, % at 20 µM; P61088; 330,000 tested, 0.47% active; in the data active means inhibition above about 45%, passing the limit was not always enough; inconclusive means no clear call, values can overlap the other calls
Target sequence (P61088 whole entry, looked up): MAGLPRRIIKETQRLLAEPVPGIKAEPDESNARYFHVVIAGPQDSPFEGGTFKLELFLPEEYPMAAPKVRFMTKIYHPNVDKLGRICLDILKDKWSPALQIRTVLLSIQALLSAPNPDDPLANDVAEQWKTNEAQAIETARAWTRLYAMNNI
Jurkat NFkB inh – lowers PMA/ionomycin-induced NF-kB signal in Jurkat cells | PMA/ionomycin-induced NF-kB luciferase reporter, luminescence | inhibition, % at 4 µM | 330,000 tested, 0.53% active
Gli-Sufu block – blocks Gli-Sufu signaling in a luciferase reporter; Sufu-KO-LIGHT fibroblasts, Gli luciferase reporter luminescence; inhibition, % at 5 µM; 340,000 tested, 0.74% active;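 active means inhibition above about 55%, limit read from the data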;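 further: 0% = DMSO-treated cells and 100% = wells with medium but no cells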
An asterisk follows results filed as active; ? = inconclusive; . = no result given; & = joins results of further samples. Unless noted, no stated cut-off is given here; in the data, active means inhibition above about 50%; inactive means the rest.

molecule	HKDC1 inh	SENP8 block	Apaf-1 inh	697 NFkB inh	SENP7 inh	UBC13 polyUb	Jurkat NFkB inh	Gli-Sufu block
CCC(Nc1ccc(OC)cc1)C(=O)N/N=C/c1ccc([N+](=O)[O-])cc1 (stereo not given)	-7.6	-2.5	-3.1	-27.5	-3.2	-9.4	-6.5	-5.9
Cn1c(SCC(=O)c2ccccc2)nnc1-c1cccs1	-6.9	-1.6	-8.7	-17.1	7.2	9.2	-12.7	-5.9
CCOCCc1nnc(NC(=O)c2cc(OC)c(OC)cc2[N+](=O)[O-])s1	-0.5	1.8	-6.9	17.3	2.8	-3.1	2.7	11.3
CC1CN(C(=O)COC(=O)CSc2ccc([N+](=O)[O-])cc2)CC(C)O1 (stereo not given)	0.3	1.3	-1.5	-6.4	-3.0	-14.3	17.7	-15.7
CN(C)CCCN(C(=O)c1ccc2c(c1)CCCC2)c1nc2ccc(Cl)cc2s1	4.2	-5.2	15.6	-25.1	2.1	65.2*	7.5	23.6
O=C(CCc1nnc(-c2ccccc2)o1)NCC1CCN(C2CCCC2)CC1	1.2	-5.3	-1.4	3.9	-0.8	-4.0	-5.3	8.4
CC(=O)c1c(C)n(-c2ccc(C)cc2)c2ccc(O)cc12	-1.2	16.1	-2.2	0.5	0.5	-1.7	19.2	14.2
CCOc1ccc(C(CC(=O)O)NC(=O)c2cccs2)cc1OC (stereo not given)	-0.8	-5.8	-7.1	11.2	-1.0	12.6	4.9	-3.4
CCN(CC)S(=O)(=O)c1ccc2oc(Nc3ccc4c(c3)OCCO4)nc2c1	0.5	-23.8	0.6	-19.3	-0.8	1.9	-37.8	4.2
COc1ccc(C(=O)OC2CCN(c3ncc(C(F)(F)F)cc3Cl)CC2)cc1	-0.1	2.0	18.7	-27.2	-4.9	-18.0	-26.0	7.9
Cc1ccccc1-c1nc(CS(=O)(=O)CC(=O)NCCc2ccccc2)c(C)o1	-3.7	-4.3	4.1	-4.5	-3.5	2.7	11.1	11.8
COc1ccccc1NS(=O)(=O)c1cn(C)cn1	2.4	2.8	7.0	8.8	0.0	-6.1	18.1	-0.5
CCOC(=O)N1CCN(C(=O)CSc2nc3c([nH]c4ccccc43)c(=O)n2C)CC1	-3.7	12.1	2.5	1.5	4.5	0.3	-3.0	3.8
CN(C)S(=O)(=O)c1ccc(NC(=O)N2CCN(c3ccccc3)CC2)cc1	-4.8	3.2	-1.5	46.1*	6.3	2.5	-8.6	23.4
COc1cc(CN2CCC(C(=O)N3CCN(c4ccccc4F)CC3)CC2)cc(OC)c1O	-0.7	6.4	5.5	-5.3	13.7	-7.1	2.1	16.0
Oc1c(C(Nc2ccccn2)c2cccnc2)cc(Cl)c2cccnc12 (stereo not given)	-23.7	1.4	11.5	-52.9	1.5	-27.0	27.8	1.5
COC(=O)[C@@]1(C)[C@H]2C(=O)N(Cc3ccccc3)C(=O)[C@H]2[C@H]2CN=C(SCc3ccccc3)N21	-5.2	.	27.3	-27.9	-2.3	.	.	0.3
COc1ccc(Cl)cc1NC(=O)C1(c2cccs2)CCOCC1	-8.4	-4.3	-7.6	28.3	9.3	-0.1	-0.5	6.6
O=S(=O)(c1ccc2c(c1)OCCO2)N1CCN(S(=O)(=O)c2c(F)cc(F)cc2F)CC1	0.1	-0.8	-9.7	11.3	-3.2	-0.2	24.0	-6.0
CS(=O)(=O)c1ccccc1-c1nc(-c2cc(C(F)(F)F)cc(C(F)(F)F)c2)no1	5.7	-1.8	13.2	2.0	4.8	7.1	22.0	27.0
COc1ccc2oc(C(=O)NCCc3ccccc3)c(C)c2c1	4.7	84.1*	18.7	-129.3	88.4*	-2.3	-48.7	-17.7
COc1cc(NCc2ccccc2)c2ncn(C(C)C)c2c1	6.7	4.8	13.2	3.4	5.5	7.7	-2.4	-11.2
O=C1C(=O)N(Cc2ccccc2)C(=O)N1CCOc1ccccc1	2.0	-16.1	15.4	9.0	-9.3	1.5	-0.1	-2.4
CCCOC(=O)c1ccc2c(c1)C(=O)N(c1ccccc1)C2=O	-9.9	-6.8	-13.2	-7.5	-2.9	-4.6	8.7	2.9
O=C(NCC(c1cccs1)N1CCOCC1)c1ccc(Cl)nc1 (stereo not given)	-1.9	-3.5	-2.2	9.9	1.8	0.0	8.5	1.2
O=C1N/C(=C\c2ccc(O)cc2)C(=O)c2ccccc21	5.7	93.8*	97.0*	44.6*	85.0*	-48.0	5.9	4.3
Cc1ccc(C(C)C)c(OCC(=O)N/N=C/c2ccc(S(=O)(=O)O)o2)c1	-5.8	-0.2	-10.8	-1.2	5.7	-5.4	4.3	-7.4
O=C(CN1CCC(n2nnc3ccccc32)CC1)Nc1ccc2c(c1)CCC2	1.2	-3.0	21.7	4.6	-3.7	5.2	-8.7	4.6
CCOC(=O)Cn1c(=O)oc2cc(S(=O)(=O)NCc3ccccn3)ccc21	-4.1	-9.7	-0.9	-5.0	8.6	-1.5	6.7	3.4
COc1ccc(C(=O)Nc2cc(C)nn2-c2cccc(F)c2)cc1	-6.3	-0.7	8.6	13.9	0.0	1.3	-7.1	26.4
CCN(CC(=O)Nc1ccccc1OC)C(=O)CCOc1ccc(C(C)(C)C)cc1	2.1	-3.5	30.5	6.1	-11.5	-1.1	3.9	-0.7
CN(CC(=O)Nc1ccccc1C(=O)NC1CC1)Cc1ccc(Cl)cc1	-1.6	-8.0	6.7	18.9	-12.0	-4.2	10.6	4.5
Cc1cc([N+](=O)[O-])nn1CCCC(=O)NCc1ccc(F)cc1	-3.8	0.9	-0.6	-1.9	1.4	-0.8	-12.0	-9.9
Cc1ccoc1C(=O)N1CCCCC1C(=O)O (stereo not given)	-8.9	8.2	-1.9	-1.5	6.4	5.0	16.7	-4.1
CCOC(=O)NC(c1cccc(Cl)c1)C1CCCCCC1=O (stereo not given)	-5.3	-10.7	-0.6	-12.7	-4.0	1.8	-21.3	-3.0
O=Cc1ccc(OC(=O)C2CC(=O)N(c3ccc(F)cc3)C2)cc1 (stereo not given)	-2.6	6.0	2.6	-18.0	-2.5	-12.2	-0.9	-3.8
Cc1cc(CN2CCCC(N3CCc4ccccc4C3)C2)cc(C)c1O (stereo not given)	8.8	8.9	-0.1	6.9	0.3	11.6	16.2	15.9
COC(=O)C1=C(C)N(CC2CC2)C(=NCCN2CCOCC2)N[C@H]1c1ccccc1	-3.1	3.4	-3.0	1.7	22.8	12.3	1.4	9.8
CCCCN1C2CCCC1CC(NC(=O)c1cccc(Cl)c1)C2 (stereo not given)	2.3	1.8	-12.8	16.8	-1.9	9.4	6.8	42.2
CC(Oc1cc(F)ccc1[N+](=O)[O-])C(=O)N(C)CC(=O)Nc1ccccc1C(F)(F)F (stereo not given)	-13.2	-4.7	-4.1	6.4	4.9	0.4	11.8	1.9
COCCNC(=O)/C(C#N)=C/c1ccc(OCc2ccccc2)cc1	-2.1	-1.3	9.0	2.0	-0.7	-1.8	-28.7	-8.1
COC(=O)c1ccc(/C=N\n2c(C)nnc2C)cc1	-7.9	6.9	-14.4	-15.1	0.8	-4.7	1.4	-1.4
COc1ccc(NC(=O)c2nc(C)n(-c3ccc([N+](=O)[O-])cc3)n2)cc1	-2.4	2.0	3.3	20.6	-2.1	2.1	-5.2	-1.7
CCN(CC)S(=O)(=O)c1ccc(/C=C/C(=O)OCC#N)cc1	9.6	3.7	-82.4	7.1	-1.4	5.1	5.4	-10.9
CCOc1ccc(C(=O)OCC(=O)NCC2CCCO2)cc1 (stereo not given)	-5.6	7.2	18.2	19.9	-15.5	5.4	9.1	0.3
COc1cccc(CN2CCNC(=O)C2CC(=O)NC2CCCCC2)c1OC (stereo not given)	5.7	-1.9	-8.5	-2.6	-2.0	8.2	6.3	29.2
COc1ccccc1CNC(=O)C(c1ccccc1)c1ccccc1	-4.0	-1.0	-3.8	7.6	2.1	4.4	-8.8	3.9
O=C(COc1cccnc1[N+](=O)[O-])Nc1ccc(N2CCOCC2)cc1	-6.2	-7.5	-18.2	-4.6	5.6	3.7	12.0	-2.9
O=C(CN1CCSC1=NCc1ccccc1)c1ccccc1	-10.7	1.2	-2.5	-28.0	5.1	-4.9	6.0	-2.4
Cc1csc(=O)n1CCC(=O)OCC(=O)Nc1cc([N+](=O)[O-])ccc1Cl	1.4	-6.1	4.5	-12.2	6.5	-8.5	2.3	-7.0

A few values from above:
O=C(COc1cccnc1[N+](=O)[O-])Nc1ccc(N2CCOCC2)cc1 in SENP7 inh reads 5.6
COCCNC(=O)/C(C#N)=C/c1ccc(OCc2ccccc2)cc1 in Jurkat NFkB inh reads -28.7
CCN(CC)S(=O)(=O)c1ccc(/C=C/C(=O)OCC#N)cc1 in Gli-Sufu block reads -10.9

New compounds follow
molecule	HKDC1 inh	SENP8 block	Apaf-1 inh	697 NFkB inh	SENP7 inh	UBC13 polyUb	Jurkat NFkB inh	Gli-Sufu block
O=C1c2ccccc2CCc2ccc(Br)cc21	4.3	12.1	7.8	1.9	3.8	?	2.5	-4.6
Cc1ccccc1C(=O)N(Cc1nc2ccccc2c(=O)[nH]1)C1CCCC1	-8.0	0.7	10.8	12.4	5.4	7.9	1.8	8.8
O=c1c2ccccc2nc(SCc2ccccc2)n1Cc1ccco1	2.2	-8.3	14.9	-38.2	-5.0	-0.2	-15.0	11.3
C#CCOCCOCCOCCNc1nc(N2CCN(C(=O)CCCCCCCCCCNC(=O)Cn3cc(CCCCCN)nn3)CC2)nc(N2CCN(C(=O)CCCCCCCCCCNC(=O)[C@@H]([C@H](C)O)n3cc(C)nn3)CC2)n1	-7.4	-6.8	49.1*	-29.8	14.3	116.2*	-6.7	30.3
O=C(NN1CC(=O)N(c2cc(Cl)cc(Cl)c2)CC1=O)c1sccc1Cl	-3.1	-4.3	-11.2	26.8	-8.0	9.1	13.6	0.2
COc1ccc2nc(NC(=O)C3CCCO3)sc2c1 (stereo not given)	-8.6	3.7	-8.7	-136.1	6.1	13.7	-115.3	-73.6
COc1cccc(COC(=O)C2CCN(S(=O)(=O)c3ccc(F)cc3)CC2)c1OC	0.9	8.7	15.2	13.6	0.5	-0.6	14.1	-16.5
O=C(CSc1ncccn1)N1CCCc2ccccc21	-6.5	-9.6	-1.1	-16.0	-4.2	-7.2	-15.1	-23.2
CCCCCC(=O)Nc1nc(C)c(-c2csc(Nc3ccc(Cl)cc3)n2)s1	-5.3	6.7	-5.5	6.5	1.5	-24.5	-6.9	0.8
O=C(CSC1=NCCS1)c1ccc(Cl)cc1	0.1	1.9	-12.0	19.7	-5.8	14.0	17.0	-1.7
CCCCNC(=O)Nc1nc(SCC(=O)OCC)n[nH]1	-10.7	0.8	-17.2	16.9	-6.1	4.1	6.8	-11.1
COc1cc(/C=N/NC(=O)c2ccncc2)ccc1O	-5.8&-9.9	-5.3	4.6	-2.0	-6.1	-24.2	3.2	-4.2&-7.5
O=C(CSc1nc2ccccc2n1S(=O)(=O)c1cccc([N+](=O)[O-])c1)NCc1cccs1	-7.8	-3.2	0.7	1.5	4.0	-1.5	-19.8	-11.2
Cc1nnc(C)n1/N=C/c1ccccc1	-10.9	-9.7	-12.5	1.3	-13.1	-3.4	-2.7	6.1

Shown as a hit in 697 NFkB inh, among the entries above:
| SMILES | HKDC1 inh | 697 NFkB inh | SENP7 inh | UBC13 polyUb | Jurkat NFkB inh |
| --- | --- | --- | --- | --- | --- |
| CN(C)S(=O)(=O)c1ccc(NC(=O)N2CCN(c3ccccc3)CC2)cc1 | -4.8 | 46.1* | 6.3 | 2.5 | -8.6 |
| O=C1N/C(=C\c2ccc(O)cc2)C(=O)c2ccccc21 | 5.7 | 44.6* | 85.0* | -48.0 | 5.9 |
